Screening data: PubChem, Sanford-Burnham Center for Chemical Genomics
NR3A LBD binder: binders of NR3A ligand-binding domain, primary screen, biophysical, differential scanning fluorimetry, uHTS; Glutamate receptor ionotropic, NMDA 3A (GRIN3A) ligand-binding domain; hit rate 2.5% among 340,000; NR3A LBD differential scanning fluorimetry, Tm shift; 0% = protein alone, 100% = glycine-bound protein; AID 1259313, 2017; Tm shift relative to glycine control, % at 25 µM;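 active = melting temperature shift of at least 10% of the positive control shift, at one fixed dose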
mIAP activ: activators of mouse IAP, primary screen, biochemical, luminescence, uHTS. hit rate 0.24% among 330,000. muIAP, CDP-Star luminescence, 30 min; hits give high values; 1 = vehicle-only enzyme signal, 0 = enzyme-free wells. activation factor at 10 µM;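 active = activation factor of at least 2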; also: the source names both 10 and 20 µM as test concentration; values of inactives mirror those of a sister screen read the other way
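Assay system: mouse IAP enzyme; reagent: chemiluminescent substrate CDP-Star; dosing: test compounds delivered from DMSO solution; schedule: 30 min at room temperature; measured by: luminescence from enzymatic CDP-Star hydrolysis; controls: DMSO-only wells and no-enzyme negative control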
hIAP inh: human IAP inhibitors, primary screen, biochemical, luminescence, uHTS; Intestinal-type alkaline phosphatase (Homo sapiens), P09923; purified IAP, CDP-Star luminescence, 30 min; inhibition, % at 10 µM; hit rate 0.12% among 330,000; AID 2544, 2010;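 active = inhibition reaching a set limit with compound at 10 µM in the primary screen, cut at about 35% in these data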;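 also: plate controls were DMSO wells with enzyme for no effect and no-enzyme buffer wells for full effect; values of inactives mirror those of a sister screen read the other way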
Target sequence (P09923 whole entry, looked up): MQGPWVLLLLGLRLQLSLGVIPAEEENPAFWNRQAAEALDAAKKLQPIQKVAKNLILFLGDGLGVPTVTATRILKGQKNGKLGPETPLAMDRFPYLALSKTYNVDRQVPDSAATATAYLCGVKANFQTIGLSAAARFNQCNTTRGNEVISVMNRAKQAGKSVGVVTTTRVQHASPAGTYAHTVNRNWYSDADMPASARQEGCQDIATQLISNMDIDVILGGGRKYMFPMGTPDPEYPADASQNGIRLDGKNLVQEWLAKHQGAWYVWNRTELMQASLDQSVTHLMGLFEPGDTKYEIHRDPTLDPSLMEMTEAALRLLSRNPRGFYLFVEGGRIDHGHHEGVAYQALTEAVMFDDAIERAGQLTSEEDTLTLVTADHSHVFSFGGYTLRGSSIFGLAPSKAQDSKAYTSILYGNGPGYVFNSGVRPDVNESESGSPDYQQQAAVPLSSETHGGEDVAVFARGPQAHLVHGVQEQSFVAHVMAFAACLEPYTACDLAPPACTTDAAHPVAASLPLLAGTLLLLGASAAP
APOBEC3A inh: APOBEC3A ssDNA deaminase inhibitors, primary screen, selectivity assay for APOBEC3G inhibitor project, biochemical, FAM/TAMRA oligo cleavage fluorescence; DNA dC->dU-editing enzyme APOBEC-3A (Homo sapiens), P31941; recombinant A3A, FAM/TAMRA ssDNA deamination fluorescence; inhibition, % at 20 µM; hit rate 0.41% among 330,000; AID 493011, 2011;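 active = at least 40% inhibition at 20 µM here, with at most 30% in a related deaminase screen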;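 also: plate controls were A3A with DMSO for no effect and wells lacking A3A enzyme for full effect; some results filed as inactive read as strong as hits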
mIAP inh: inhibitors of mouse IAP, primary screen, biochemical, luminescence, uHTS; intestinal alkaline phosphatase [Mus musculus]; purified mouse IAP, CDP-Star luminescence, 30 min; inhibition, % at 10 µM; hit rate 0.2% among 330,000; AID 2806, 2010;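 active = inhibition of at least 40% at 10 µM in the primary screen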;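 also: plate controls were DMSO with enzyme for no effect and no enzyme wells for full effect; values of inactives mirror those of a sister screen read the other way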
beta cell repl: inducers of MIN6 beta-cell proliferation, primary screen, ATP luminescence, uHTS | hit rate 0.29% among 330,000 | MIN6 cells proliferation, ATPlite luminescence, 48 h; cells starved in 0.2% serum; 100% = growth in 10% serum | proliferation, % at 10 µM;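 active = compounds whose signal lies at least 3.5 SD above the mean of all wells on their plate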;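 also: 0% = DMSO-treated cells in low-serum medium and 100% = 10% serum control; some compounds called inactive have numbers as strong as hits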
A3G deaminase: APOBEC3G DNA deaminase inhibitors, primary screen, biochemical, fluorescence, single-stranded DNA substrate, uHTS; DNA dC->dU-editing enzyme APOBEC-3G (Homo sapiens), Q9HC16; recombinant A3G, ssDNA deamination FAM/TAMRA fluorescence; inhibition, % at 20 µM; hit rate 0.28% among 330,000; AID 493012, 2011;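 active = inhibition of at least 40% at 20 µM, with no more than 30% in the related APOBEC3A deaminase screen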;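 also: plate controls were DMSO wells with A3G for no effect and wells lacking A3G enzyme for full effect; some compounds called inactive have numbers as strong as hits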
Target sequence (Q9HC16 whole entry, looked up): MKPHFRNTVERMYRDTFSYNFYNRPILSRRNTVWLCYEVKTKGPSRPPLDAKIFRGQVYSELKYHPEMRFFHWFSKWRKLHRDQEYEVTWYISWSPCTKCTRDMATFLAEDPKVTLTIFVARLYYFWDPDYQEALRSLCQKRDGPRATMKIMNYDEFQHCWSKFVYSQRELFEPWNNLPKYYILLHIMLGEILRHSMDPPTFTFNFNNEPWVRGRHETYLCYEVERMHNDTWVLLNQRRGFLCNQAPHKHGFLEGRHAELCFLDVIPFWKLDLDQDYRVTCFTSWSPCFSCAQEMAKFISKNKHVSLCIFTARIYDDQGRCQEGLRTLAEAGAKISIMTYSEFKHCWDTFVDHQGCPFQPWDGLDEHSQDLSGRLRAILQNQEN
hIAP act: human IAP activators, primary screen, biochemical, luminescence, uHTS; purified human IAP, CDP-Star luminescence, 30 min; hits give high values; 1 = vehicle-only enzyme, 0 = enzyme-free background; hit rate 0.16% among 330,000; Intestinal-type alkaline phosphatase (Homo sapiens), P09923; activation factor at 10 µM;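 active = activation factor of the enzyme at least 2-fold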; also: the source names both 10 and 20 µM as test concentration; values of inactives mirror those of a sister screen read the other way
MPTP inh: mitochondrial permeability transition pore inhibitors, primary screen, biochemical, isolated mouse mitochondria, absorbance. Ca2+ swelling absorbance, 30 min. hit rate 1.4% among 360,000. AID 602449, 2012. inhibition, % at 10 µM;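 active = inhibition of 50% or more, scaled per plate between neutral and stimulator controls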;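 also: 0% = DMSO wells given calcium and 100% = 1 mM EGTA wells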
Numbers without * were called inactive.

structure	NR3A LBD binder	hIAP act	A3G deaminase	MPTP inh	APOBEC3A inh	hIAP inh	mIAP inh	beta cell repl	mIAP activ
O=c1[nH]cnc2c1c(-c1ccccc1)cn2-c1ccc(F)cc1	-2.7	0.944	-11.1	-32.0	-7.7	5.6	9.4	-1.3	0.906
O=C1CCC(=O)N(O)CCCCCNC(=O)CCC(=O)N(O)CCCCNC(=O)CCC(=O)N(O)CCCCCN1	-0.5	1.37	-5.5	0.1	0.4	-36.7	-11.1	-0.3	1.11
O=C(COc1ccc2oc(-c3ccco3)cc(=O)c2c1)N1CCCCC1	0.8	1.05	4.1	1.2	20.7	-5.4	-6.6	-1.8	1.07
N#CCC(=N)N1CCN(c2cccc(Cl)c2)CC1	12.2*	0.952	-6.2	0.0	0.0	4.8	-3.0	-1.5	1.03
CC(C)(C)NC(=O)COC(=O)c1cc(F)c(F)cc1Cl	-0.1	0.982	0.3	-2.3	1.0	1.8	0.9	0.0	0.991
O=C(CCCN1C(=O)C2CC=CCC2C1=O)Nc1ccccc1F (stereo not given)	0.6	0.91	-8.1	-0.3	-5.2	9.0	5.4	-0.2	0.946
COc1ccccc1-n1nc(C)c(-c2ccccc2)c1N	0.1	1.12	-2.7	-1.9	-1.8	-11.6	11.6	2.0	0.884
COc1ccccc1C(c1nnnn1C(C)(C)C)N1CCN(Cc2ccncc2)CC1 (stereo not given)	-3.0	1.05	-9.1	0.4	-7.2	-4.7	8.1	4.8	0.919
CCN1CCN(C(c2cccs2)C(C)NS(=O)(=O)c2ccc(F)cc2)CC1 (stereo not given)	-2.9	1.11	-8.4	-1.3	-3.9	-10.8	-2.9	0.7	1.03
COc1cccc(NC(=O)CCNS(=O)(=O)c2ccc3c(c2)CC(C)N3C(=O)C2CC2)c1 (stereo not given)	0.5	1.12	-6.4	-0.7	-3.1	-12.5	0.3	-2.9	0.997
COc1ccc(N2CCN(C(=O)CN3CCN(c4nc(-c5ccc(F)cc5)cs4)CC3)CC2)cc1	-1.7	1.03	-11.8	3.7	-2.5	-2.7	9.6	-6.5	0.904
CCCN(C(=O)C(C)Oc1cccc(Cl)c1)c1c(N)n(Cc2ccccc2)c(=O)[nH]c1=O (stereo not given)	1.1	0.964	-11.2	0.9	0.6	3.6	1.1	-2.4	0.989
CC(=O)N/N=C(\N)c1nonc1N	-0.4	1.06	-6.5	0.7	-2.4	-6.3	-8.1	-1.6	1.08
O=C(N/C(=C/c1cccs1)C(=O)N1CCOCC1)c1ccccc1	2.2	1.02	3.6	-1.1	2.0	-2.3	8.1	0.5	0.919
Cc1cc(C)cc(N(CC(=O)NC(C)C)C(=O)CCC(=O)Nc2ccccn2)c1	0.7	1.1	-5.2	0.6	-3.6	-10.5	-2.3	-2.3	1.02
CC(=O)c1cccc(NC(=O)c2cc(-c3ccc(F)cc3)on2)c1	0.5	1.07	-8.1	0.6	-3.5	-6.6	1.7	-1.2	0.983
COc1ccnc(CSC(N)=Nc2ccc(F)cc2)c1	0.6	0.95	-1.5	-2.2	-1.7	5.0	9.2	0.6	0.908
Clc1ccc(OCc2cc(-c3ccccc3)no2)c(Cl)c1	-0.8	1.15	2.1	4.1	7.2	-14.6	-4.9	-3.8	1.05
Cc1ccc(S(=O)(=O)N2CCC(NC(=O)c3ccccc3)CC2)cc1	-1.1	0.94	-3.7	-0.3	1.5	6.0	3.4	-3.5	0.966
N#Cc1ccccc1/C=N/Nc1nc(-c2ccccc2)c2cc(Br)ccc2n1	-1.9	1.13	-4.2	35.0	-3.5	-13.4	11.2	-6.6	0.888
O=C(COc1cc(F)ccc1[N+](=O)[O-])Nc1cccc(Br)c1	-3.3	0.872	6.1	1.2	-0.7	12.8	-10.0	4.3	1.1
CN(C)c1ccc([N+](=O)[O-])cc1C(=O)O	-3.8	0.863	-1.1	-1.7	1.2	13.7	9.7	-2.3	0.903
O=C(c1cc(-c2cccc(O)c2)on1)N1CCCC1	-1.8	0.878	-4.6	-2.4	-2.5	12.2	4.1	-0.8	0.959
COc1ccc2c(CCNC(=O)c3ccco3)c[nH]c2c1	-3.6	0.879	10.4	-0.2	2.6	12.1	3.3	0.1	0.967
Cc1ccc(NCc2nnc(SCCN3CCCCC3)n2CC2CCCO2)cc1Cl (stereo not given)	-1.2	0.816	0.1	-1.1	-0.9	18.4	-10.0	-4.4	1.1
CCC(CC)C(=O)Nc1nnc(S(=O)(=O)N2CCCC2)s1	0.6	0.918	-5.6	-0.7	-3.6	8.2	-3.0	-1.1	1.03
Cc1ccc(F)cc1CNC(=O)C1CCC(=O)N(C2CC2)C1 (stereo not given)	-0.9	1.14	-8.8	-0.3	-2.8	-13.5	-2.3	0.4	1.02
CC(=O)N(C)c1ccc(NC(=O)C(F)(F)F)cc1	-1.3	1.11	-6.0	-0.5	-1.9	-11.1	-1.7	0.6	1.02
Clc1ccc(COc2ccccn2)cc1Cl	-2.9	0.95	-0.3	-0.6	-0.2	5.0	1.4	-2.1	0.986
Cn1c(/C=C/c2ccc(Cl)cc2Cl)c([N+](=O)[O-])c(=O)n(C)c1=O	0.6	0.892	-8.7	0.9	-0.3	10.8	2.0	-5.9	0.98

Ordered by molar mass (falling): some entries from above
structure	NR3A LBD binder	hIAP act	A3G deaminase	MPTP inh	APOBEC3A inh	hIAP inh	mIAP inh	beta cell repl	mIAP activ
COc1ccc(N2CCN(C(=O)CN3CCN(c4nc(-c5ccc(F)cc5)cs4)CC3)CC2)cc1	-1.7	1.03	-11.8	3.7	-2.5	-2.7	9.6	-6.5	0.904
Cc1ccc(NCc2nnc(SCCN3CCCCC3)n2CC2CCCO2)cc1Cl (stereo not given)	-1.2	0.816	0.1	-1.1	-0.9	18.4	-10.0	-4.4	1.1
N#Cc1ccccc1/C=N/Nc1nc(-c2ccccc2)c2cc(Br)ccc2n1	-1.9	1.13	-4.2	35.0	-3.5	-13.4	11.2	-6.6	0.888
Cn1c(/C=C/c2ccc(Cl)cc2Cl)c([N+](=O)[O-])c(=O)n(C)c1=O	0.6	0.892	-8.7	0.9	-0.3	10.8	2.0	-5.9	0.98
CCC(CC)C(=O)Nc1nnc(S(=O)(=O)N2CCCC2)s1	0.6	0.918	-5.6	-0.7	-3.6	8.2	-3.0	-1.1	1.03
CC(=O)c1cccc(NC(=O)c2cc(-c3ccc(F)cc3)on2)c1	0.5	1.07	-8.1	0.6	-3.5	-6.6	1.7	-1.2	0.983
O=c1[nH]cnc2c1c(-c1ccccc1)cn2-c1ccc(F)cc1	-2.7	0.944	-11.1	-32.0	-7.7	5.6	9.4	-1.3	0.906
COc1ccc2c(CCNC(=O)c3ccco3)c[nH]c2c1	-3.6	0.879	10.4	-0.2	2.6	12.1	3.3	0.1	0.967
N#CCC(=N)N1CCN(c2cccc(Cl)c2)CC1	12.2*	0.952	-6.2	0.0	0.0	4.8	-3.0	-1.5	1.03

(listing goes on)
structure	NR3A LBD binder	hIAP act	A3G deaminase	MPTP inh	APOBEC3A inh	hIAP inh	mIAP inh	beta cell repl	mIAP activ
Cn1c(=O)c(=O)n(C)c2cc(S(=O)(=O)CCC(=O)Nc3cccc(C(F)(F)F)c3)ccc21	-0.2	1.03	-1.3	-0.7	-3.0	-3.5	5.2	0.2	0.948
CCC1(c2ccc(F)cc2)NC(=O)N(CC(=O)N2CCN(C(=O)c3ccco3)CC2)C1=O (stereo not given)	1.1	1.24	-7.0	0.0	-2.1	-23.9	-14.0	-2.6	1.14
O=C(OCc1nc2scc(-c3ccccc3)c2c(=O)[nH]1)c1cc([N+](=O)[O-])ccc1Cl	-3.7	1.11	-1.9	2.8	-1.4	-10.9	-2.8	-0.5	1.03
O=C(Nc1cccnc1)c1ccc2c(c1)OCO2	-1.0	1.05	-0.5	0.7	1.8	-5.2	-0.4	-1.4	1
COC(=O)c1ccc(NC(=S)NC2CCCCC2C)cc1 (stereo not given)	-5.2	1.14	-7.4	97.8*	-5.1	-14.3	-156.7	-4.3	2.57*
C=C(C)C1CC=C(C)/C(=N/NC(=O)CNc2ccc(OCC)cc2)C1 (stereo not given)	0.3	1.16	-3.0	2.8	-2.2	-16.1	-0.1	-5.5	1
Cc1ccc(C(=O)N/N=C/c2c[nH]c3ccccc23)o1	-0.1	1.02	-0.8	-1.8	-2.1	-2.5	-1.5	-1.5	1.01
Cc1ccccc1S(=O)(=O)Nc1nc2ccccc2nc1N1CCOCC1	1.0	0.992	-7.2	-1.2	-2.2	0.8	2.8	3.9	0.972
COc1cc(/C=N/NC(=O)c2ccncc2)ccc1Oc1ccc([N+](=O)[O-])cn1	-0.6	0.951	-0.4	0.8	-1.8	4.9	-3.8	0.9	1.04
Cc1cccc(CCNC(=O)C2CCCN(c3cnccn3)C2)c1 (stereo not given)	0.1	1.04	-7.0	-0.6	-3.3	-4.4	7.2	0.3	0.928
CC(C(=O)Nc1ccc2c(c1)OCCO2)N1CCN(C(=O)c2ccco2)CC1 (stereo not given)	0.5	1.1	-6.3	1.0	0.7	-9.6	-3.1	-2.6	1.03
CCOC(=O)c1cnc(SC)nc1N1CCCC1	-2.0	1.02	10.2	-0.6	-1.9	-1.9	-2.2	1.2	1.02
Cc1cc(C)c2nc(NNC(=O)c3ccc(S(=O)(=O)N4CCc5ccccc5C4)cc3)sc2c1	5.1	1.14	-7.8	2.9	-5.4	-13.8	5.4	-6.6	0.946
O=C(NC(C(=O)N/N=C/c1cccc2ccccc12)c1n[nH]c(=O)c2ccccc12)c1ccccc1 (stereo not given)	-7.9	0.859	-6.4	1.3	4.9	14.1	11.1	-4.7	0.889
COc1ccccc1N1CCN(C(=O)Nc2ccc([N+](=O)[O-])cc2)CC1	-2.2	0.928	-9.1	-1.9	-3.0	7.2	-3.5	-0.6	1.03
COc1cccc(N2C(C(C)=O)=NN(c3ccccc3)C2c2ccc(N3CCOCC3)cc2)c1 (stereo not given)	-6.0	0.989	-0.7	2.3	-5.7	1.1	8.1	0.0	0.919
O=C1CC(=O)N2N=C(c3ccc([N+](=O)[O-])cc3)SC2=N1	-0.1	0.856	16.4	-0.6	6.6	14.4	0.9	-1.6	0.991
COc1ccc(OC)c(NC(=O)COc2ccc(S(=O)(=O)NC(C)C)cc2)c1	0.4	1.15	-2.7	-0.8	4.3	-14.6	-9.3	-2.7	1.09
